Screening results (PubChem BioAssay)
M. tuberculosis: growth inhibition of non-replicating M. tuberculosis (AID 488890). Mycobacterium tuberculosis non-replicating, growth inhibition; higher % means a stronger effect. one-dose inhibition, % at 25 µM; IC50 in µM for titrated hits. hit rate 0.39% among 320,000; in the data active = a potency from the dose series; inconclusive = inhibition mostly from about 82% at the one dose, without a potency; inactive = the rest, 99 in 100 with inhibition below about 76%;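 also: plate controls were DMSO cells for no effect and high antibiotic wells for full effect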
H37Rv inhibition: M. tuberculosis growth inhibition, HTS (AID 449762); M. tuberculosis H37Rv growth inhibition, 7H9 media; higher % means a stronger effect; one-dose inhibition, % at 25 µM; IC50 in µM for titrated hits; hit rate 0.59% among 330,000; in the data active = a potency from the dose series; inconclusive = inhibition above about 70% without an active follow-up result;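 also: bacterial growth assessed after seven days of incubation; strong numbers were not always called active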
Salmonella PhoP GFP: PhoP regulon inhibitors, Salmonella typhi PhoP promoter GFP reporter, confirmatory (AID 1850); hit rate 0.33% among 310,000; Salmonella Typhi PhoP-promoter GFP reporter, fluorescence, 4 h; higher % means a stronger effect; inhibition, % at 50 µM; hits with a dose series show IC50 in µM; in the data active = a potency from the dose series; inconclusive = inhibition mostly from about 25% at the one dose, without a potency; inactive = the rest, 99 in 100 with inhibition below about 19%;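 also: 0% = induced wells with vehicle and 100% = uninduced wells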
H1N1 NS1A inhibition: NS1A inhibition, H1N1 influenza, cell based functional assay (AID 504329) | NS1A functional cell-based assay, percent inhibition; higher % means a stronger effect | inhibition, % at 12.5 µM; hits with a dose series show IC50 in µM | hit rate 0.3% among 340,000; in the data active = a potency from the dose series; inconclusive = inhibition above about 27% without an active follow-up result; also: strong numbers were not always called active
inhibitors of VEEV: inhibitors of VEEV TC-83 cytopathic effect, confirmation, Vero cells (AID 588727); Vero cells, VEEV TC-83 cytopathic effect inhibition; higher % means a stronger effect; one-dose inhibition, % at 20 µM; IC50 in µM for titrated hits; hit rate 0.13% among 350,000; in the data active = a potency from the dose series; inconclusive = inhibition mostly from about 14% at the one dose, without a potency; inactive = the rest, 99 in 100 with inhibition below about 12%; also: strong numbers were not always called active
inhibitors of VEEV 10K pilot screen: also measured in inhibitors of VEEV; calls as there; inhibition, %; measured here: 10K pilot screen inhibition
Active calls of the source: *; i = inactive; ? = inconclusive; . = not tested or not shown. Compounds as they come; overall some 1.5% were active at least once.

SMILES | M. tuberculosis | H37Rv inhibition | Salmonella PhoP GFP | H1N1 NS1A inhibition | inhibitors of VEEV | others
COc1ccc(NC2CCCN(C(=O)c3cccnc3)C2)cc1 (centres undefined) | -15% | -9% | -8% | 6% | 2.2%
O=C(COc1ccccc1)N1CCN(CC2CC3C=CC2C3)CC1 (centres undefined) | 34% | -19% | -11% | -3% | 0.8%
O=C(N/N=C\c1ccc(Cl)cc1)c1sccc1-n1cccc1 | 1% | -5% | 13% | 3% | 1.0%
Cc1ccccc1CSCCNC(=O)CN(c1ccc2c(c1)OCO2)S(C)(=O)=O | 20% | -8% | 3% | 7% | 0.8%
CCOC(=O)C1CCCN(S(=O)(=O)c2cc(C(=O)OC)n(C)c2)C1 (centres undefined) | 2% | -5% | -4% | 10% | 5.1%
CSc1cnc2c(=O)n(C)c(=O)[nH]c2n1 | -3% | 1% | -19% | 8% | 2.3%
O=C(c1cccnc1)N1CCN(Cc2cccc(F)c2)CC1 | -1% | -1% | 7% | -2% | 0.5% | inhibitors of VEEV 10K pilot screen=0.7
COc1cccc(CNC(=O)C2=C(C)C(=O)OC23CCC(C)CC3)c1 (centres undefined) | 1% | 4% | -2% | 4% | 1.8%
COc1ccc(C2CC(c3ccc(OC)cc3)n3nc(NC(=O)c4cccs4)nc3N2)cc1 (centres undefined) | 11% | 28% | 11% | 0% | 2.2%
Brc1ccc(-c2noc(-c3ccccc3)n2)o1 | 13% | -2% | 21% | 0% | 4.6%
CCN(CC)c1c([N+](=O)[O-])c(=O)oc2ccccc12 | 0% | -8% | -11% | -10% | i
O=C(c1ccc(N2CCCC2)c([N+](=O)[O-])c1)N1CCN(c2ccccn2)CC1 | 5% | 0% | 8% | -1% | 1.3%
O=C1C=C(NNC(=O)c2ccncc2)CC(c2ccccc2)C1 (centres undefined) | 55% | ? | -7% | 13% | 1.9%
Cc1ccc2[nH]c(=O)c(CN(CCCN3CCOCC3)C(=O)Nc3cccc(Cl)c3)cc2c1 | 18% | 11% | -1% | 13% | 4.0%
CCOc1ccc(CN(C)C(=O)CN2C(=O)NC3(CCCc4ccccc43)C2=O)cc1 (centres undefined) | 41% | -3% | . | -4% | 1.6%
Cc1ccc(C)n1CCN1CCN(S(=O)(=O)c2ccc(F)cc2F)CC1 | 17% | -6% | 14% | 2% | i
COc1ccc(NS(=O)(=O)c2cc(C)ccc2C)cc1 | 9% | -9% | -3% | 0% | i
COc1ccccc1NC(=O)c1ccc(Cl)c(S(=O)(=O)NCc2ccco2)c1 | -8% | -4% | . | -11% | 12%
O=C(c1ccc(F)cc1F)N1CCC(N2CCC(C(=O)N3CCOCC3)CC2)CC1 | 2% | -2% | -7% | 5% | 0.2%
O=C(NCc1ccccc1)N1CCC(CO)(Cc2cccc(F)c2)CC1 | -7% | 2% | 6% | 12% | 0.6%
N#Cc1ccc(C(=O)OCC(=O)Nc2cccc(S(=O)(=O)N3CCCCC3)c2)cc1 | 8% | -8% | . | -3% | 1.2%
COc1ccc(C(=O)N2CCC(n3nccc3NC(=O)C3CC3)CC2)cc1F | 10% | 1% | 0% | -9% | 0.3%
Cc1c(Cl)c([N+](=O)[O-])nn1CCCC(=O)Nc1cccc(Cl)c1Cl | 16% | 2% | 2% | -3% | 0.0%
Cc1cccc(Cc2ccc(Cl)nn2)c1 | 36% | 4% | 6% | -5% | 1.0%
N#CCCN(Cc1ccccc1)C(=O)c1nccnc1C(=O)O | -3% | 1% | -7% | -7% | 1.3%

(next part)
SMILES | M. tuberculosis | H37Rv inhibition | Salmonella PhoP GFP | H1N1 NS1A inhibition | inhibitors of VEEV | others
C=CCNc1nc(-c2ccc(O)c(C(N)=O)c2)cs1 | 17% | -1% | -10% | 6% | 4.3%
CCOc1ccc(OCCCCn2ccnc2)cc1 | 71% | 3% | 7% | -6% | 2.1%
COc1ccc(C(=O)CSc2nnc(-c3ccc(C)cc3)o2)cc1 | 46% | 6% | -2% | 3% | 1.7%
CCc1cccc(NC(=O)CSc2nc3c(c(=O)[nH]2)CCCC3)c1 | 45% | 2% | 9% | . | .
NC(=O)c1ccc2c(=O)c(O)c(-c3cc(Cl)c(N)c(Cl)c3)[nH]c2c1 | -16% | -1% | -6% | 7% | i | inhibitors of VEEV 10K pilot screen=0.4
CC(C)OCCCNC(=O)c1ccc(CN2CCc3ccccc3C2)cc1 | 2% | -14% | -6% | -31% | 0.1%
Cc1ccc(CCC(=O)Nc2ccc([N+](=O)[O-])cc2)o1 | i | 5% | -6% | 3% | 0.2%
CN(C)S(=O)(=O)c1ccc2c(c1)C(CC(=O)O)NC2=O (centres undefined) | -1% | 5% | -3% | 7% | 1.1%
CCNC(=O)N(CC)C[C@H]1N[C@@](C)(C(=O)OC)[C@H]2C(=O)N(C)C(=O)[C@@H]12 | -3% | 1% | . | 15% | 0.1%
O=C(COC(=O)CCC1CCCC1)Nc1ccccc1OC(F)F | 29% | 2% | 6% | -19% | 0.6%
Cc1cc(C)cc(-n2c(SCC(=O)NCc3ccco3)nc3ccccc3c2=O)c1 | -1% | -2% | 3% | -4% | 8.9%
CN(C(=O)c1cccc(NC(=O)Cc2cccc([N+](=O)[O-])c2)c1)C1CCC1 | . | 8% | . | -5% | i | inhibitors of VEEV 10K pilot screen=1.2
COC(=O)Cc1[nH]c(=S)[nH]c1C(=O)OC | -5% | -1% | 18% | -1% | i
COC(=O)c1cc(C(=O)N2CCN(c3cccc(Cl)c3)CC2)cc([N+](=O)[O-])c1 | -10% | 38% | 2% | 9% | 11%
CCN1CCCC1CNC(=O)C(=O)NC(C)c1ccccc1 (centres undefined) | 5% | 3% | 1% | -9% | i
CCOC(=O)c1ccc(NC(=S)NCCc2ccccc2F)cc1 | ? | ? | -3% | 0% | 1.1%
COc1ccc(N2CSC3=C(C#N)C(c4ccc(OC)c(OC)c4)CC(=O)N3C2)c(OC)c1 (centres undefined) | -3% | -7% | -7% | 4% | 4.9% | inhibitors of VEEV 10K pilot screen=2.0
CC(=O)N1c2ccc(S(=O)(=O)NCCC(=O)Nc3ccc(C)c(F)c3)cc2CC1C (centres undefined) | -3% | -9% | 5% | 3% | 6.5%
Cn1c(=O)n(C)c2cc(S(=O)(=O)Nc3ccccc3O)ccc21 | -6% | -5% | -12% | 7% | i
COc1ccc(NC(=O)C/C(C)=N/NC(=O)CCc2ccccc2)c(OC)c1 | 1% | 1% | -9% | -1% | 2.5%
CC(Oc1ccc(Br)cc1)C(=O)O/N=C(\N)c1ccncc1 (centres undefined) | 58% | 4% | -5% | -2% | 5.4%
CCOc1cc(/C=N/NC(=O)Cn2nc([N+](=O)[O-])cc2C)ccc1OCc1ccc(F)cc1 | -1% | -1% | -2% | 8% | 2.9%
CC(=O)c1cccc(OCC(=O)N(Cc2ccco2)c2c(N)n(Cc3ccccc3)c(=O)[nH]c2=O)c1 | 5% | -2% | . | -7% | 5.6%
CCC(C)(NC(=O)c1cccc(N2C(=O)CSC2c2ccccc2)c1)C(=O)Nc1ccccc1C (centres undefined) | 74% | 4% | -6% | -3% | 4.1%
COc1ccc(N2CCN(C(=S)NC(C)c3ccccc3)CC2)cc1 (centres undefined) | 31% | 6% | -11% | 2% | i

Next part:
SMILES | M. tuberculosis | H37Rv inhibition | Salmonella PhoP GFP | H1N1 NS1A inhibition | inhibitors of VEEV | others
CCC(=O)N1CCc2cc(Br)c(S(=O)(=O)NCCN3CCCCC3CC)cc21 (centres undefined) | . | . | . | -24% | i
CCn1c(-c2ccncc2)n[nH]c1=S | -10% | 5% | 24% | 4% | 2.0%
CCn1c(SCC(=O)Nc2cc(F)ccc2C)nnc1-c1ccccc1O | 23% | 1% | 8% | -3% | 8.1%
CC(=O)/C=C/c1ccccc1O | -3% | 6% | -8% | 2% | 1.4%
O=C(COC(=O)COc1ccc(Cl)cc1)NCCNC(=O)COC(=O)COc1ccc(Cl)cc1 | 30% | -5% | -1% | -6% | 0.9%
COc1ccc(CNc2ccc(-c3ccc(OC)cc3)nn2)cc1 | 10% | 0% | -1% | 0% | 1.8%
COc1cc(CN2CCN(CCc3ccccc3)C(CCO)C2)cc(OC)c1 (centres undefined) | 1% | 4% | -2% | 10% | i
COc1cccc(CNC(=O)CCNS(=O)(=O)c2cccs2)c1 | -7% | 5% | 3% | -1% | 1.1%
COc1ccc(NC(=O)CN(C)C(=O)CCc2c[nH]c3ccccc23)cc1 | 14% | 6% | 6% | 7% | i
CCCN1CCC(=O)N(CCSc2ccc(C)cc2)CC1 | . | . | . | -3% | 0.3%
Cc1cccc(OCC(=O)Nc2ccc(NC(=O)c3ccco3)c(C)c2)c1 | 26% | -3% | -10% | -5% | 1.7%
COc1ccc(CCCNC(=O)C2CCC(=O)N(Cc3ccc(Cl)cc3)C2)cc1 (centres undefined) | . | . | . | 12% | 5.7%
COc1ccccc1Oc1nc(C)c(C(C)=O)cc1C#N | -1% | -4% | 6% | 6% | i | inhibitors of VEEV 10K pilot screen=0.5
CCCCOc1ccc(-c2c(C#N)c(N)[nH]c(=S)c2C#N)cc1 | 25% | 12% | 7% | . | 7.2%
Cc1nn(-c2ccccc2)c(N)c1N=O | 40% | 2% | 1% | . | 2.3%
CC(C)(C)OC(=O)N/N=C\c1ccc[nH]1 | -5% | -3% | 7% | 3% | 0.1%
CN(C)S(=O)(=O)Oc1cccc(C(=O)Nc2ccc(Cl)c(Cl)c2)c1 | 15% | 1% | -7% | 0% | 5.7%
O=C(O)CSc1nc2ccccc2n1Cc1ccccc1 | 1% | -2% | -9% | -2% | 0.8%
CC(C)CN1CCN(Cc2cn(C)c3ccccc23)CC1CCO (centres undefined) | 42% | 0% | -5% | -4% | i
Cc1ccc(C)c(Oc2ncnc(N)c2[N+](=O)[O-])c1 | 32% | -5% | -4% | -9% | 1.7%
CC(C)COC(=O)n1c(=O)oc2ccc(S(=O)(=O)N3CCCCC3)cc21 | 12% | 2% | -9% | -1% | 1.8%
O=C(c1cccs1)N(Cc1nc2sc3c(c2c(=O)[nH]1)CCCC3)C1CCCC1 | 34% | 2% | -1% | 5% | 13µM*
CCN1C(=O)/C(=C/c2nc3ccccc3c(=O)n2-c2ccccc2)c2ccccc21 | -3% | 4% | 3% | 10% | 9.6%
COc1ccc(CC(=O)Nc2nc(-c3ccccc3)c(C(C)=O)s2)cc1OC | 7% | 13% | -13% | 10% | 2.6%
COc1ccccc1NC(=O)c1cc(S(=O)(=O)NC2CCCC2)ccc1F | 11% | 3% | 2% | -10% | 1.1%

Among those listed so far, these have an NH in an aromatic ring:
SMILES | M. tuberculosis | H37Rv inhibition | Salmonella PhoP GFP | H1N1 NS1A inhibition | inhibitors of VEEV | others
CSc1cnc2c(=O)n(C)c(=O)[nH]c2n1 | -3% | 1% | -19% | 8% | 2.3%
Cc1ccc2[nH]c(=O)c(CN(CCCN3CCOCC3)C(=O)Nc3cccc(Cl)c3)cc2c1 | 18% | 11% | -1% | 13% | 4.0%
CCc1cccc(NC(=O)CSc2nc3c(c(=O)[nH]2)CCCC3)c1 | 45% | 2% | 9% | . | .
NC(=O)c1ccc2c(=O)c(O)c(-c3cc(Cl)c(N)c(Cl)c3)[nH]c2c1 | -16% | -1% | -6% | 7% | i | inhibitors of VEEV 10K pilot screen=0.4
COC(=O)Cc1[nH]c(=S)[nH]c1C(=O)OC | -5% | -1% | 18% | -1% | i
CC(=O)c1cccc(OCC(=O)N(Cc2ccco2)c2c(N)n(Cc3ccccc3)c(=O)[nH]c2=O)c1 | 5% | -2% | . | -7% | 5.6%
CCn1c(-c2ccncc2)n[nH]c1=S | -10% | 5% | 24% | 4% | 2.0%
COc1ccc(NC(=O)CN(C)C(=O)CCc2c[nH]c3ccccc23)cc1 | 14% | 6% | 6% | 7% | i
CCCCOc1ccc(-c2c(C#N)c(N)[nH]c(=S)c2C#N)cc1 | 25% | 12% | 7% | . | 7.2%
CC(C)(C)OC(=O)N/N=C\c1ccc[nH]1 | -5% | -3% | 7% | 3% | 0.1%
O=C(c1cccs1)N(Cc1nc2sc3c(c2c(=O)[nH]1)CCCC3)C1CCCC1 | 34% | 2% | -1% | 5% | 13µM*
